From PubChem BioAssay
C-LANA FP = blocks KSHV LANA C-terminal domain binding to DNA; MBP-C-LANA/FAM-LBS DNA binding, fluorescence polarization; hit rate 0.078% among 340,000; inhibition, % at 9 µM; AID 504423;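 active means highest replicate inhibition at or above 60% at 9 µM, even if other replicates fall short; inactive means all replicates below 60% inhibition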;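 further: 0% = neutral control wells and 100% = 4 µM acridine orange control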
RTF Ca sens act = cardiac RTF calcium sensitization; activation, % at 7.2 µM; P19429+P45379; hit rate 0.24% among 340,000; IANBD-labeled TnC RTF fluorescence at EC20 calcium; 0% EC20 calcium, 100% full calcium;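 active means activation above the mean over all tested compounds plus 3 SD, cut at about 30% in these data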;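 further: rise in fluorescence read as greater calcium sensitivity of cardiac thin filaments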
CAL PDZ FP = CAL PDZ (human) peptide binding inhibition. Q9HD26. purified CAL PDZ, TMR-peptide fluorescence polarization, 1 h. inhibition, % at 24.9 µM. hit rate 0.92% among 300,000;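 active means mean inhibition of at least 30% with at least half of replicates also reaching 30%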;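 further: 0% = DMSO neutral control and 100% = excess unlabeled competitor peptide PRC23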
HTR5A inv ag = HTR5A inverse agonism, opioid heterodimer counter-screen; P47898; hit rate 0.083% among 340,000; AID 504634; inhibition, % at 9.3 µM; HTR5A cell line, luminescence; in the data active means inhibition mostly above about 23%, no sharp cut-off; inactive means mostly below about 18%;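 further: 0% = cells with DMSO and 100% = no-cell wells with DMSO; some compounds called inactive have numbers as strong as hits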
Target sequence (P47898 whole entry, looked up): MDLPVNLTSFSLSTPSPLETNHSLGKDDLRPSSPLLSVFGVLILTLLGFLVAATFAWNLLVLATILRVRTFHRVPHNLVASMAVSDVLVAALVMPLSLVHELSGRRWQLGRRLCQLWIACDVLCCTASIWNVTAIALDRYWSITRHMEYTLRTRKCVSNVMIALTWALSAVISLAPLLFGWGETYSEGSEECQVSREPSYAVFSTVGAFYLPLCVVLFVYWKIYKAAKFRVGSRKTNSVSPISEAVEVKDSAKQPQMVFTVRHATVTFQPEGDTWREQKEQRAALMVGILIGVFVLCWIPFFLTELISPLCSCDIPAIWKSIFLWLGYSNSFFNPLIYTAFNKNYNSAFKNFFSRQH
OPRM1-OPRD1 inv = inverse agonist of human OPRM1-OPRD1 heterodimerization; inhibition, % at 9.3 µM; cell-based MOR-DOR heterodimer luminescence, inverse agonism; AID 504357; P35372+P41143; hit rate 0.21% among 340,000; in the data active means inhibition above about 22%, passing the limit was not always enough;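 further: 0% = cells with DMSO and 100% = wells without cells with DMSO; values of inactives mirror those of a sister screen read the other way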
V-ATPase pHluor = regulators of yeast V-ATPase proton transport | S. cerevisiae, pHLuorin cytosolic pH fluorescence | response, % at 10 µM | hit rate 0.37% among 350,000 | AID 504577; in the data active means response mostly above about 7.3%, no sharp cut-off; inactive means mostly below about 5.4%; further: actives read high; inactives centre near 0; some compounds called inactive have numbers as strong as hits; reference of the scale not given here
Cardiac RTF inh = cardiac RTF calcium desensitization; IANBD-labeled cardiac RTF, Ca2+ fluorescence; inhibition, % at 7.15 µM; AID 493244; hit rate 0.12% among 340,000;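 active means inhibition above the mean inhibition of all tested compounds plus 3 SD, cut at about 17% in these data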;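 further: assay run at fixed EC70 calcium of 1.6 mM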
HTR5A ag ctr = activates human HTR5A in OPRM1-OPRD1 agonist counter-screen. activation, % at 9.3 µM. hit rate 0.61% among 340,000. AID 504692. P47898. HTR5A agonist assay, luminescence, cell-based; in the data active means activation mostly above about 9.5%, no sharp cut-off; inactive means mostly below about 7.6%;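 further: 0% = cells with vehicle only and 100% = reference agonist; strong numbers were not always called active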
Keap1 Nrf2 FP = inhibitors of human Keap1-Nrf2 protein-protein interaction; Q14145; Keap1 Kelch-Nrf2 peptide fluorescence polarization, 1536-well; inhibition, % at 9.4 µM; hit rate 0.15% among 340,000; AID 504523; in the data active means inhibition above about 12%;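 further: human Keap1 Kelch domain with fluorescein labeled Nrf2 9mer peptide probe; 0% = neutral control wells and 100% = peptide positive control; higher means more block of Keap1 binding to Nrf2 peptide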
Target sequence (Q14145 whole entry, looked up, the tested form may be a part): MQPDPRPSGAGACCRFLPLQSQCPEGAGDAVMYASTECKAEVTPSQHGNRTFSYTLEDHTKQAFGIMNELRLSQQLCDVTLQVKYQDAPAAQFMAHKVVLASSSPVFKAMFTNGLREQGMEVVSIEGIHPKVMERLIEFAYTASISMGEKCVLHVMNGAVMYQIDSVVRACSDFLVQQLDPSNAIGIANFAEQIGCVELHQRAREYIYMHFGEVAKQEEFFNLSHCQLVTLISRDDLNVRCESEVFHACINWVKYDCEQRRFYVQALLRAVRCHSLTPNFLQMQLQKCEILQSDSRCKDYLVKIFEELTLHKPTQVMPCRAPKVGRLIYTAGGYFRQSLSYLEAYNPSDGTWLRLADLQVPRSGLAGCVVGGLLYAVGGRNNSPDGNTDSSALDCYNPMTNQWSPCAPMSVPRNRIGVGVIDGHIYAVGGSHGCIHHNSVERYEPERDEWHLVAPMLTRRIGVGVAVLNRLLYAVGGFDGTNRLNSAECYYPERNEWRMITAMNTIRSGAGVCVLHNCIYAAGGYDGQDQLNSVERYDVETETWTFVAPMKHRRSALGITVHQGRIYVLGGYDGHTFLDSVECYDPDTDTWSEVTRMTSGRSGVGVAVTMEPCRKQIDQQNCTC
MOR-DOR ag = OPRM1-OPRD1 heterodimerization agonism. activation, % at 9.3 µM. cells, luminescence. hit rate 0.3% among 340,000; in the data active means activation above about 18%;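 further: 0% = vehicle-treated cells and 100% = reference agonist; values of inactives mirror those of a sister screen read the other way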
Starred values were filed as active, the others as inactive; nt = no result given.

SMILES	C-LANA FP	RTF Ca sens act	CAL PDZ FP	HTR5A inv ag	OPRM1-OPRD1 inv	V-ATPase pHluor	Cardiac RTF inh	HTR5A ag ctr	Keap1 Nrf2 FP	MOR-DOR ag
COc1ccccc1N1CCN(S(C)(=O)=O)CC1	0.5	2	1	4	7	1	0	0	2	-1.2
COC(=O)c1c(NC(=O)c2ccc(Br)s2)sc2c1CCC2	2.8	4	nt	-14	8	1	-12	2	-3	-1.4
Cc1ccc(OCCC(=O)Nc2ccccc2C(=O)NC2CC2)cc1	-0.3	-3	0	-4	5	-2	-6	4	-5	-0.9
Cc1cccc(NC(=O)c2ccc(COc3ccc4ccccc4c3)o2)n1	0.2	-2	-1	-15	-5	-1	7	3	2	0.8
O=C(CCc1ccccc1)Nc1nnc(-c2ccc3c(c2)CCCC3)o1	0.0	3	nt	-48	-97	9	-14	18	3	17
CC(CN1CCOCC1)c1ccccc1 (configuration not stated)	-0.4	-3	-1	-31	9	2	1	6	-3	-1.5
C/C(=N\NC(=O)c1nnn(-c2nonc2N)c1-c1ccccc1)c1ccccc1O	-1.1	-7	-1	-12	4	3	-12	5	-1	-0.8
Cc1ccccc1NC(=O)CSC1=NCCN1	-0.2	2	-1	-3	7	0	11	2	-1	-1.2
CN(C(=O)c1cccc(NC(=O)Cc2ccc(NC(=O)C3CCN(C(=O)C4CCCC4)CC3)cc2)c1)C1CCC1	1.2	-9	2	-10	7	0	-2	3	1	-1.4
COc1ccc(C2NC(=O)NC(O)(C(F)(F)F)C2C(=O)c2ccc(C)cc2)cc1 (configuration not stated)	1.2	2	-6	15	5	-6	-3	5	-2	-0.9
CCc1ccc(Cn2ncc3c(C(=O)O)cc(C)nc32)cc1	3.5	-3	nt	12	20	-5	6	-3	-1	-3.8
COc1ccc(NC2CCCCC2NS(=O)(=O)c2ccc(C)cc2)cc1 (configuration not stated)	0.1	7	4	-7	-34	21*	-8	3	-4	6.9
O=C(NCC(c1ccco1)N1CCCC1)c1cc2cc(Cl)ccc2o1 (configuration not stated)	-4.6	-4	-3	-3	-2	-4	-5	1	-6	0.6
CN(C)c1ccc(NC(=S)N(CCc2ccccc2)C2CC(=O)N(c3c(Cl)cccc3Cl)C2=O)cc1 (configuration not stated)	2.5	1	-2	-14	6	-62	3	0	3	-1.1
C=C(C)CN1CCN(S(=O)(=O)c2ccc(C)c(N(C)S(=O)(=O)c3ccc(C)cc3)c2C)CC1	0.9	2	2	18	-7	7	-1	3	-8	1.4
CCOc1ccc(NC(=O)C(c2ccccn2)N(C(=O)CCl)c2ccc(OC)cc2)cc1 (configuration not stated)	2.2	-3	8	8	14	-2	-8	-3	0	-2.3
Cc1ccc(C(=O)Nc2nccs2)s1	-0.9	-1	-2	5	5	-6	-5	-1	-2	-1.0
COc1ccc(OC)c(-n2c(-c3ccccc3)n[nH]c2=S)c1	-0.3	5	37*	-12	3	1	-6	5	2	-0.5
O=C(Nc1ncc([N+](=O)[O-])s1)c1cccc([N+](=O)[O-])c1	1.6	-2	4	-1	16	-1	-3	0	1	-2.9
O=C(CCN1C(=O)c2ccccc2C1=O)NC(=S)Nc1cccc(Cl)c1	1.0	1	0	13	-4	0	8	-1	1	0.6
Cc1[nH]c(=O)c(C(=O)/C=C/c2ccccc2F)c2c1CCCC2	1.9	7	nt	7	-7	3	-5	0	3	1.4
Cc1onc(-c2c(Cl)cccc2Cl)c1C(=O)NC(C)(C)CO	1.1	0	0	-11	13	-7	-6	7	-3	-2.2
CN(Cc1ccc(O)cc1)C1CCCCC1	-0.5	2	1	-19	8	-1	-1	1	-4	-1.4
O=C(Cc1ccccc1)NCCc1ccc(Cl)cc1Cl	1.0	0	-4	-2	5	-1	-14	1	2	-0.7
COc1cc(OC)cc(-c2c(C#Cc3ccsc3)c3cc(-c4cnc(OC)nc4)ccc3n2C)c1	-2.1	1	-10	5	10	-4	-2	1	-11	-1.8
CCOc1ccccc1N1CCN(C(=O)COc2ccc3c(C)cc(=O)oc3c2)CC1	0.5	4	nt	14	1	0	0	6	-5	-0.1
CN(C)c1ccc(C2(c3ccc(N(C)C)cc3)OC(=O)c3cc(N)ccc32)cc1	1.9	0	2	1	-20	-6	0	0	-2	4.5
O=C(O)C1C2C=CC(C2)C1C(=O)NCc1ccccc1 (configuration not stated)	2.9	5	0	-16	1	8	-5	5	-6	-0.2
CCOC(=O)Nc1nnc(/C=C/c2ccc(OC)cc2)s1	-0.6	-2	-6	-19	3	0	3	1	2	-0.5
COc1ccc2c(C=O)c[nH]c2c1	2.9	-1	-4	-3	15	1	6	-3	4	-2.1
CC(C)(C)c1nc(CN2CCOCC2)cc(CN2CCOCC2)c1O	-1.4	1	1	-23	15	-1	8	9	-2	-2.6
Cc1nn(CCCC(=O)Nc2ccc(Br)cc2F)c(C)c1[N+](=O)[O-]	-1.2	-8	-3	-11	4	3	7	4	-1	-0.8
O=S(=O)(O/N=C1\CCCc2ccccc21)c1ccccc1	4.3	-3	-5	-10	11	-1	-1	-3	4	-2.2
O=c1c(Cl)c(N2CCN(c3ccccc3)CC2)cnn1C12CC3CC(CC(C3)C1)C2	-1.4	-5	-3	-6	-6	2	1	2	-5	1.1
Cc1cccc(N2C(=O)N(c3ccccc3C)C3CS(=O)(=O)CC32)c1 (configuration not stated)	0.1	-3	-9	5	11	-4	3	1	-6	-2.7
Cc1ccc(CNC(=O)C2CCCN(C(=O)Nc3ccc(F)cc3)C2)cc1 (configuration not stated)	0.2	-1	nt	-14	-13	-6	-4	4	1	1.6
N/C(=N\OC(=O)C1CCCCC1)c1ccccn1	2.4	-5	nt	-9	13	2	-11	3	-3	-2.5
Cc1ccc(-c2[nH]ncc2/C=N/n2c(C)nc3ccccc3c2=O)cc1	-0.3	5	-4	19	17	-6	-2	-4	-1	-3.4
CC(C)CNS(=O)(=O)c1ccc(CCC(=O)NCCC2=CCCCC2)cc1	-0.2	-8	nt	28	10	7	1	3	0	-1.9
CC1(C(=O)NC2CCCCCCC2)CCC(=O)N1Cc1ccco1 (configuration not stated)	2.9	5	-3	12	9	0	0	-3	-2	-1.5
CC(=O)C1C(c2cccc(F)c2)NC(=O)NC1(O)C(F)(F)F (configuration not stated)	1.9	0	3	10	6	0	-16	2	-1	-0.8
O=C(Nc1nnc(-c2ccco2)o1)c1ccc([N+](=O)[O-])s1	-1.1	3	0	4	-14	-2	-7	-1	2	2.9
CCOc1ccc(/C(O)=C2/C(=O)C(=O)N(c3ccccn3)C2c2ccc(Cl)cc2)c(C)c1 (configuration not stated)	0.1	-2	-6	17	7	-2	-2	-5	-1	-1.6
Cc1cc2oc(=O)cc(CN3CCN(Cc4ccccc4)CC3)c2cc1C	-0.3	7	-2	-3	11	-6	-5	1	0	-2.3
COc1ccccc1C1CC(=O)Nc2c1c(=O)n(C)c(=O)n2C (configuration not stated)	0.3	-2	nt	-3	8	-2	-11	1	4	-1.5
O=C(O)c1ccc(Cl)c(S(=O)(=O)Nc2cccc(C(=O)Nc3cccc(C(F)(F)F)c3)c2)c1	-1.4	2	2	1	6	8	-5	0	-2	-1.3
Cc1cccc(C)c1OCC(O)Cn1nnc2ccccc21 (configuration not stated)	1.1	-5	-3	10	-8	1	0	-3	-6	1.9
CCCn1nnc(NC(=O)Cc2ccc(Cl)cc2)n1	0.8	3	0	1	14	-1	-5	-2	-2	-2.4

One compound at a time (already shown). Screens in order: C-LANA FP, RTF Ca sens act, CAL PDZ FP, HTR5A inv ag, OPRM1-OPRD1 inv, V-ATPase pHluor, Cardiac RTF inh, HTR5A ag ctr, Keap1 Nrf2 FP, MOR-DOR ag
COc1ccccc1N1CCN(S(C)(=O)=O)CC1 as listed: 0.5, 2, 1, 4, 7, 1, 0, 0, 2, -1.2
O=C(O)c1ccc(Cl)c(S(=O)(=O)Nc2cccc(C(=O)Nc3cccc(C(F)(F)F)c3)c2)c1 as listed: -1.4, 2, 2, 1, 6, 8, -5, 0, -2, -1.3
Cc1cccc(NC(=O)c2ccc(COc3ccc4ccccc4c3)o2)n1 as listed: 0.2, -2, -1, -15, -5, -1, 7, 3, 2, 0.8
Cc1nn(CCCC(=O)Nc2ccc(Br)cc2F)c(C)c1[N+](=O)[O-] as listed: -1.2, -8, -3, -11, 4, 3, 7, 4, -1, -0.8
COc1ccc(OC)c(-n2c(-c3ccccc3)n[nH]c2=S)c1 as listed: -0.3, 5, 37*, -12, 3, 1, -6, 5, 2, -0.5

(listing goes on)
SMILES	C-LANA FP	RTF Ca sens act	CAL PDZ FP	HTR5A inv ag	OPRM1-OPRD1 inv	V-ATPase pHluor	Cardiac RTF inh	HTR5A ag ctr	Keap1 Nrf2 FP	MOR-DOR ag
COC(=O)c1[nH]c2c(c1C)C(=O)CCC2	-1.0	-3	-1	-6	6	3	-5	2	-3	-1.1
Cc1cc(=O)n2[nH]c(-c3ccc(F)cc3)cc2n1	-1.9	-3	-6	6	10	4	0	-2	-3	-2.0
C=CCN1C=C2C(=O)C(C)(OC(=O)C3CCCC3)C(=O)C=C2C=C1c1ccsc1 (configuration not stated)	1.5	3	-1	-37	-27	-4	-19	13	-6	4.7
Cc1c(Cl)cccc1NC(=O)CNC(=O)Cc1n[nH]c(=O)c2ccccc12	5.2	3	-2	7	21	3	2	-2	2	-4.1
COCc1ccc(C(=O)N2CCCC(Nc3ccc4c(c3)OCCO4)C2)o1 (configuration not stated)	-1.6	-3	0	-6	9	-3	-7	7	-4	-1.8
Cc1ccc(S(=O)(=O)NCc2csc(C)n2)c(C)c1	0.6	12	-3	-21	8	0	-7	3	2	-1.5
N#Cc1ccccc1CCN1C(=O)c2ccccc2C1=O	1.7	0	2	-6	7	-1	-10	2	1	-1.4
O=C(NC(=S)Nc1cccc2c(O)cccc12)c1ccco1	-1.1	0	-1	6	-1	5	1	2	-2	0.1
C/C(=N\NC(=O)CC1(C)OCCO1)c1cccs1	1.6	-3	-1	-14	8	2	0	3	-2	-1.4
O=C(Nc1ccccc1)c1ccc(CN2CCC(Cc3ccccc3)CC2)cc1	2.0	9	-2	-10	2	2	-2	3	-2	-0.3
CCc1nn2c(NCCCO)cc(C)nc2c1-c1ccc(F)cc1	-3.4	2	-3	-4	18	-1	4	1	-4	-3.8
COc1cc(C2CC(=O)c3c(ccc4ccccc34)N2)ccc1O (configuration not stated)	-0.5	1	24	13	9	-3	-11	-5	0	-1.7
COc1ccc(CC(=O)NNc2ncnc3c2cnn3C)cc1OC	-0.5	12	-1	4	9	6	-3	2	5	-1.8
O=C(O)CCCC(=O)NNc1nc(-c2ccccc2)c2cc(Cl)ccc2n1	3.1	-1	2	2	5	-2	-1	4	-4	-1.0
c1csc(CN2CCN(Cc3cccs3)C2c2cccs2)c1	-0.9	-1	-4	3	-8	4	-3	-1	-4	2.0
CN(C)S(=O)(=O)c1cccc2nsnc12	-0.1	5	-5	-5	6	-2	-14	2	-5	-1.1
Cc1ccc(C)c(S(=O)(=O)N2CCN(C(=O)c3ccncc3)CC2)c1	8.1	-1	7	7	0	-1	-2	-2	0	0.0
O=C(Nc1ccccc1-c1ccccc1)NC1CCN(CC(=O)N2CCOCC2)CC1	-1.2	14	-2	-1	1	3	2	-1	-4	-0.2
O=C1C(Nc2ccccc2)=C/C(=N/S(=O)(=O)c2cccs2)c2ccccc21	1.1	-25	1	-4	-63	-6	-2	0	0	12
